Compound activity: PubChem BioAssay, Broad Institute
ARNT-TACC3 inh = disrupts binding between human ARNT and TACC3; Q9Y6A5; AlphaScreen His-ARNT PAS-B/GST-TACC3 binding, luminescence; TACC3 fragment carries E629A point mutation; inhibition, % at 9.99 µM; 390,000 tested, 0.66% active;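 active = mean inhibition of replicates at least 50% and at least half of replicates each reaching 50%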;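 note: 0% = complete ARNT plus TACC3 wells and 100% = ARNT alone without TACC3; many hits fall short of the cut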
* marks the source's active call; other numbers are inactive results. Not all compounds are listed; count on the stated rates, not on these rows.

SMILES	ARNT-TACC3 inh
CCOC(=O)c1cccc(N2C(=O)c3ccccc3S2(=O)=O)c1	-5
CCCCOc1nc(N)nc(-c2ccccc2)n1	-5
COc1ccc(CC2C(=O)OC(C)(C)OC2=O)cc1	11
Cc1ccc(C)c(C(=O)CSc2nnnn2C(C)C)c1	-3
CC(C)Nc1nnc(SCC(=O)c2c(N)n(Cc3ccccc3)c(=O)n(C)c2=O)s1	0
O=C(CN1CCOCC1)N1CCc2ccccc2C(c2ccccc2)C1 (stereo not drawn)	-5
O=C(NCC(=O)N(c1cccnc1)C(C(=O)NC1CCCC1)c1ccccc1F)c1ccco1 (stereo not drawn)	-2
N#Cc1c(SCC(=O)O)nc(N2CCCCC2)c2c1CCCC2	9
CCOC(=O)C1[C@H]2C(=O)N(C(C)c3ccc(OC)cc3)C[C@]23C=C[C@H]1O3 (stereo partly drawn)	-9
O=C(CSc1nnc(CNc2ccc(F)cc2)o1)N1CCN(C(=O)c2ccco2)CC1	3
CCOC(=O)N1CCN(S(=O)(=O)c2ccc(OC)c(OC)c2)CC1	18
O=C(N/N=C/c1ccco1)C1CCCC1	3
CC(=O)N1CCC2(CC1)CC(=O)c1cc(OCC(=O)NCc3ccc(C)cc3)ccc1O2	-8
O=C(CSc1nnc(-c2cccnc2)o1)Nc1ccccn1	8
Cn1c(SCC(=O)Nc2ccc3cn[nH]c3c2)nnc1-c1cccs1	0
COc1ccccc1NC(=O)CSc1nnc(CC(=O)Nc2cccc(C(F)(F)F)c2)n1C	2
COc1ccccc1N1Cc2ccccc2C1	4
CCn1c(SCC(=O)NC(C)C)nnc1-c1cccs1	1
CC(C)CCn1c(Oc2ccc(Cl)cc2)nc2c1c(=O)n(C)c(=O)n2C	-6
COC(=O)c1ccccc1NC(=O)N1CSC[C@H]1C(=O)OC	-4
COc1cc(C(=O)N[C@H](C(=O)NC2CCCCCC2)C(C)C)cc(OC)c1OC	-9
Cc1cc2[nH]c(=O)c(=O)[nH]c2cc1S(=O)(=O)NCc1ccc(Cl)cc1	-13
O=C(COC(=O)c1n[nH]c2ccccc12)NC(=O)NC1CCCC1	1
CCC(=O)Nc1ccc(C(=O)c2ccccc2)cc1	-2
CCN(CC)c1ncnc2sc(C(=O)N3CCN(c4ccccc4)CC3)c(C)c12	0
Oc1ccc2[nH]cnc2c1CN1CCCCC1	7
COc1ccc(NC(=O)CN2CCN(CC(=O)Nc3ccc4c(c3)OCO4)CC2)cc1	-7
CCCCCn1c(=O)[nH]c2cc(C(=O)NCCN3CCC(C)CC3)ccc2c1=O	-6
COc1ccc(Cl)cc1NC(=O)CCCN1C(=O)CCC1=O	-4
COc1ccccc1C1/C(=C(/O)c2ccccc2)C(=O)C(=O)N1CC(C)C (stereo not drawn)	-4
COc1ccc(CCNC(=O)C2CCN(S(=O)(=O)c3ccc(-n4cnnn4)cc3)CC2)cc1OC	0
Cc1sc(-c2ccccn2)nc1OC(=O)c1ccc(Cl)cc1	0
Cc1nnc2n(Cc3ccccc3)c(=O)c3c4c(sc3n12)COC(C)(C)C4	-2
O=C1CCC([N+](=O)[O-])C(c2cccc(Cl)c2Cl)N1 (stereo not drawn)	-3
COC(=O)c1noc(-c2ccc(OC)cc2)n1	1
Nc1nc(Cl)cc(Sc2ccc3ccccc3c2)n1	-2
O=C(NCC1CCS(=O)(=O)C1)NCC1CCS(=O)(=O)C1 (stereo not drawn)	0
CC(=O)c1sc(NC(=O)c2ccc(Cn3cc(Br)cn3)o2)nc1C	-8
CCCS(=O)(=O)N1CCCC(C(=O)NC2CCCCC2)C1 (stereo not drawn)	-11
Cc1cnn(C(=S)NCc2ccco2)c1	-4
CCCN(C(=S)Nc1ccccc1)C1CCS(=O)(=O)C1 (stereo not drawn)	-16
CC(=O)c1c(O)cc(C)n(Nc2nc(C)cc(C)n2)c1=O	73*
CCC(C)NC(=O)CSc1nc2n[nH]c(C)c2c(=N)n1-c1ccc(OC)cc1 (stereo not drawn)	-19
O=C(Cn1c(=O)oc2cc(S(=O)(=O)N3CCCC3)ccc21)Nc1ccc(C(F)(F)F)cc1	-7
CCCn1c(SCC(=O)Nc2c(C)cccc2C)nnc1C(C)C	-5
COc1ccc(C(C(O)C(=O)c2c[nH]c3ccccc23)N2CCN(c3ccc(OC)cc3)CC2)cc1 (stereo not drawn)	18
COc1ccc(C(=O)c2ccccc2)c2c(O)ccc(C(=O)c3ccccc3)c12	-6
O=C(c1nc(-c2ccccc2)n(-c2ccccc2)n1)N1CCCCCC1	-15
COc1cccc(CN(C)CC(=O)NC(=O)NCc2ccco2)c1	-3
O=C(O)CSC(NC(=O)c1cccnc1)(C(F)(F)F)C(F)(F)F	-4
Cc1ccc(C(=O)NC(=S)Nc2ccc(S(=O)(=O)N(C)c3ccccc3)cc2)cc1	-2
Cc1cccc(CC2CC(=O)N(c3ccccc3)C2=O)c1 (stereo not drawn)	2
c1ccc(-c2noc(-c3cccs3)n2)nc1	49*
C=C(C)CSC1=C(C#N)C(c2ccccc2Cl)CC(=O)N1 (stereo not drawn)	10
N#CCC(=O)NCCCOC(=O)Nc1ccc(Cl)c(Cl)c1	-4
CC(C)(C)C(=O)Nc1ccc(C(=O)N/N=C/c2ccccc2OC(=O)c2ccc(Cl)cc2Cl)cc1	-9
CCCNC(=O)c1ccccc1NC(=O)Nc1ccccc1C	33
C[N+]1(CCOS(=O)C23CC4CC(CC(C4)C2)C3)CCOCC1 (stereo not drawn)	-4
COCCNC(=O)CN(C(=O)Cn1nnc2ccccc21)c1ccc(F)c(Cl)c1	2
Cc1ccc(S(=O)(=O)Oc2ccccc2/C=N/NC(N)=S)cc1	3

Additional records
SMILES	ARNT-TACC3 inh
O=C(CCC(=O)N1CCN(c2ccccn2)CC1)Nc1nnc(C2CCCCC2)s1	-29
CCN(CC)S(=O)(=O)c1ccc(N(C)Cc2ccc(C(F)(F)F)cc2)nc1	-2
O=C(COC(=O)C1(c2ccc(F)cc2)CCCC1)N1CCOCC1	-3
C=CCN(CC=C)S(=O)(=O)c1ccc(NC(=S)NC(=O)c2ccco2)cc1	0
C=CCn1c(SCC(=O)c2c(N)n(CCC)c(=O)n(C)c2=O)nc2sc(CC)cc2c1=O	-21
CCOc1ccc(S(=O)(=O)N(C)c2ccc(OCC(=O)NCc3ccco3)cc2)cc1	-5
Cc1ccc(C)c2[nH]c(=O)c(CN(Cc3ccco3)C(=O)Nc3ccccc3)cc12	-1
COc1ccc(S(=O)(=O)N2CCC(C(N)=O)CC2)c2ccccc12	-17
Cc1ccc(-c2nn(-c3ccccc3)cc2/C=N/NC(=O)c2ccc(Br)o2)cc1	-5
Cc1ccc(NC(=O)c2c(Cl)n(C)c3ccccc23)cc1	-1
CC(C)C1Cc2c(sc3[nH]c(=S)n(Cc4ccccc4)c(=O)c23)CO1 (stereo not drawn)	26
Cc1ccc(OCC(=O)NNC(=S)NC(=O)C2CCCCC2)c(C)c1	-5
CCOc1ccc(C(=O)N2CCN=C2SC)cc1OCC	14
CC(=O)Nc1ccc(C(=O)OCC(=O)c2ccc(C)c([N+](=O)[O-])c2)cc1	-2
Cc1cccc(-n2nc(C(=O)Nc3ccccc3)n3c(=O)cc(-c4ccccc4)nc23)c1	-18

Entries listed above printed as active in ARNT-TACC3 inh.
SMILES	ARNT-TACC3 inh
CC(=O)c1c(O)cc(C)n(Nc2nc(C)cc(C)n2)c1=O	73*
c1ccc(-c2noc(-c3cccs3)n2)nc1	49*

Returning to the listing; the 4 compounds before the break are reprinted first.
SMILES	ARNT-TACC3 inh
Cc1ccc(OCC(=O)NNC(=S)NC(=O)C2CCCCC2)c(C)c1	-5
CCOc1ccc(C(=O)N2CCN=C2SC)cc1OCC	14
CC(=O)Nc1ccc(C(=O)OCC(=O)c2ccc(C)c([N+](=O)[O-])c2)cc1	-2
Cc1cccc(-n2nc(C(=O)Nc3ccccc3)n3c(=O)cc(-c4ccccc4)nc23)c1	-18
COc1ccc(/C=N/NC(=O)c2cccc([N+](=O)[O-])c2)cc1OS(=O)(=O)c1ccc(C)cc1	2
Nc1nnc(-c2ccncc2)s1	0
Cc1cc(NC(=O)CSc2nccn2-c2ccc(Cl)cc2)no1	5
CC(=O)Nc1cc(C(F)(F)F)ccc1OCC1CCCO1 (stereo not drawn)	1
CC1CN(C(NC(=O)C(C)(C)C)C(Cl)(Cl)Cl)CC(C)O1 (stereo not drawn)	1
Cc1[nH]c2ccccc2c1C(=O)CN1CCC2(CC1)OCCO2	-7
Cc1ccc(CNC(=O)Cn2ccc3ccccc3c2=O)o1	-2
CCOc1nonc1C(=N)/C(C(C)=O)=C(\C)O	-2
CCC(=O)Nc1ccc(NC(=O)c2cccc(OC)c2)nc1	3
CC(=O)COc1ccc2c3c(c(=O)oc2c1C)CCCCC3	4
CCOc1ccccc1N1CC(C(=O)Nc2ccccc2N2CCOCC2)CC1=O (stereo not drawn)	3
O=C(Nc1ccc(Cl)cn1)c1ccc(COCC(F)(F)C(F)F)o1	0
CCOC(=O)C1=C(C)N(C)C(C)=C(C(=O)OCC)C1c1cccnc1	5
Nc1c(C(=O)NCc2ccco2)c2nc3ccccc3nc2n1CCc1ccccc1F	-10
CN(Cc1nc2ccccc2c(=O)[nH]1)Cc1cc(=O)oc2ccc3ccccc3c12	6
CCc1cc(C(=O)c2ccccc2OC)c(N)s1	-35
CCCCn1c(SCN2C(=O)c3ccccc3C2=O)nc2cc(S(N)(=O)=O)ccc21	1
COc1ccc2[nH]c(C)cc(=O)c2c1	-7
Cc1ccccc1NS(=O)(=O)c1cc(C(N)=O)ccc1C	1
CSc1nc2ccccc2n1CC(=O)Nc1cc(C(F)(F)F)ccc1N1CCOCC1	6
CCC(=O)N(Cc1cc2c(C)cc(C)cc2[nH]c1=O)C1CCCCC1	-2
CC1CCCN(C(=O)c2sc3cc([N+](=O)[O-])ccc3c2Cl)C1 (stereo not drawn)	8
Cc1ccc(C)c(N2CCN(Cc3nnnn3C3CCCCC3)CC2)c1	-7
Cc1ccc(C(=O)ONc2ccc(N=NC(=O)c3ccccc3O)cc2)cc1	6
c1ccc(CCNc2ncnc3nc[nH]c23)cc1	1
c1ccc2c(c1)c1c3n2CCNC3CCC1 (stereo not drawn)	9
Cc1cc(C(=O)O)sc1C	-17
CCCN(CCC)C1CC(=O)N(Cc2ccccc2)C1=O (stereo not drawn)	-5
O=C(O)[C@H](Cc1ccccc1)N1C(=O)c2ccncc2C1=O	0
COc1ccc(-n2ncc3c(NCCN4CCOCC4)ncnc32)cc1	-15

Ordered by the number under ARNT-TACC3 inh (falling): some entries from above
mol	ARNT-TACC3 inh
CSc1nc2ccccc2n1CC(=O)Nc1cc(C(F)(F)F)ccc1N1CCOCC1	6
Cc1ccccc1NS(=O)(=O)c1cc(C(N)=O)ccc1C	1
CCC(=O)N(Cc1cc2c(C)cc(C)cc2[nH]c1=O)C1CCCCC1	-2
Cc1ccc(C)c(N2CCN(Cc3nnnn3C3CCCCC3)CC2)c1	-7
COc1ccc(-n2ncc3c(NCCN4CCOCC4)ncnc32)cc1	-15
Cc1cc(C(=O)O)sc1C	-17
CCc1cc(C(=O)c2ccccc2OC)c(N)s1	-35

Remaining list, next part.
SMILES	ARNT-TACC3 inh
CC1COC(c2cccn2Cc2ccccc2Cl)=N1 (stereo not drawn)	2
CCOc1ccc(NC(=O)c2cc3n(n2)C(C(F)(F)F)CC(c2ccco2)N3)cc1 (stereo not drawn)	-4
COc1ccc(-c2nnc(-c3cc(OC)c(OC)c(OC)c3)o2)cc1OC	-9
Cc1nc2cc(-c3cccc(F)c3)nn2c(C)c1CCC(=O)NC(C)CCc1ccco1 (stereo not drawn)	-1
O=C(COC(=O)C1CCN(S(=O)(=O)c2cccc3cccnc23)CC1)c1ccc(F)cc1	2
O=C(Cn1nnc2c(cnn2-c2ccccc2)c1=O)NCc1cccs1	-4
Cc1ccnc(N/C=C(\C#N)c2nc(-c3cccc(Br)c3)cs2)c1	4
C=CCNc1nc(N)c(C(=O)Nc2cc(C)on2)s1	-1
CC(=O)N(c1cccc(Br)c1)C1C=CS(=O)(=O)C1 (stereo not drawn)	-6
Cc1ccccc1OCCSc1nnc(C)n1-c1ccccc1	0
Cc1cccc2cc(COC(=O)C(C)C)c(=O)[nH]c12	-3
CCOC(=O)C1C(=O)NCC2CCCC21 (stereo not drawn)	-5
CSc1nnc(CSCc2ccc(Cl)cc2Cl)n1-c1ccccc1	-2
CCn1c(N)nc2ccccc21	-1
COC(=O)c1[nH]c2cc(C)ccc2c1NC(=O)CN1CCN(C(=O)c2ccco2)CC1	-56
Cc1ccc2nc(N3CCN(Cc4nnnn4Cc4ccccc4)CC3)c(C#N)cc2c1	-7
COc1cccc(NC(=O)CN2CCN(S(=O)(=O)c3ccc(C(C)C)cc3)CC2)c1	-4
CC(=O)Nc1ccc(S(=O)(=O)Nc2nnc(C(C)C)s2)cc1	-7
CC(NC(=O)Cn1cc(C(=O)C2CC2)c2ccccc21)c1ccccc1 (stereo not drawn)	-2
O=c1cc(CO)oc(CN2CCC(Cc3ccccc3)CC2)c1O	6
COc1cccc(-c2nnc(SCC(=O)Nc3ccc(S(N)(=O)=O)cc3)n2C)c1	3
CCOC(=O)c1c(C)[nH]c(C(=O)OCC(=O)N2CC(C)OC(C)C2)c1C (stereo not drawn)	-21
O=C(CSc1nnc(CNc2ccc(F)cc2)n1Cc1ccco1)NC1CC1	-1
CC(=O)N(C)c1ccc(OCC(O)CN(Cc2ccco2)S(=O)(=O)c2ccc(C)cc2)cc1 (stereo not drawn)	1
COc1ccc(OC)c(-n2c(CN3CCC(C(N)=O)CC3)nc3ccccc3c2=O)c1	10
O=C(c1ccccc1)N1CCN(C2CCCCC2)CC1	-1
COc1cc(-c2nc(S(=O)(=O)c3ccc(C)cc3)c(N(C)C)o2)cc(OC)c1OC	-3
CCOC(=O)c1c(NC(=O)CSc2nnc(C)s2)sc2c1CCC(C)C2 (stereo not drawn)	-6
Cc1ccccc1-c1nnn(CC(=O)NCc2ccc3c(c2)OCO3)n1	-1
